Bcl-B TR3 displacers: displacers of TR3 peptide from Bcl-B, primary screen, selectivity assay for Bfl-1 inhibitor project, biochemical, fluorescence polarization | FP displacement of FITC-TR3 peptide from Bcl-B; higher % means a stronger effect | displacement, % at 20 µM; hits with a dose series show IC50 in µM | 96,000 compounds, 0.11% hits;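 active means displacement above 50% at 20 µM plus a fluorescence interference ratio under 1.5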;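 further: plate controls were wells without compound for no effect and wells lacking Bcl-B protein for full effect; a part of the inactive calls stands beside numbers as strong as those of hits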
IL1B NFkB inh: blocks IL-1B driven NFkB nuclear translocation in HUVEC cells. inhibition, % at 2 µM. AID 796. HUVEC IL-1B NFkB p65 nuclear translocation imaging. 94,000 compounds, 0.43% hits;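 active means inhibition above about 30% together with a positive call from visual inspection of the well image, limit read from the data; inconclusive means inhibition above a set limit but visual check negative; inactive means inhibition not above a set limit, visual check negative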;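 further: nuclear over cytoplasmic p65 intensity ratio measured by imaging; 0% = IL-1B stimulated DMSO wells and 100% = unstimulated DMSO wells; values of inactives mirror those of a sister screen read the other way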
PLAP inhibitors HTS: PLAP enzyme inhibitors, biochemical, luminescence, HTS (AID 690). purified PLAP, luminescent substrate; higher % means a stronger effect. inhibition, % at 20 µM, or IC50 in µM where a hit was titrated. 96,000 compounds, 0.08% hits; in the data active means a potency from the dose series; inactive means the rest, 99 in 100 with inhibition below about 30%; further: strong numbers were not always called active
MRP resist rev: MRP-mediated drug resistance reversal | H69AR cells + 2 uM doxorubicin, CellTiter-Glo, 72 h | differential viability (reversal), % at 10 µM | 85,000 compounds, 0.04% hits | AID 602;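 active means viability drop by adding the cancer drug above about 55%, with treated viability meeting a 40% cutoff, limit read from the data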;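 further: viability without doxorubicin minus viability with 2 µM doxorubicin for each compound; larger differential means the compound sensitizes cells more to doxorubicin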
NFkB transloc pot: enhances IL-1B driven NFkB nuclear translocation. 94,000 compounds, 0.3% hits. HUVEC IL-1B NFkB p65 nuclear translocation imaging. AID 819. activation, % at 2 µM;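 active means activation above 40%, about the mean plus 3 SD, also judged a hit on visual image review; inconclusive means activation above 40% but not a hit on visual review; inactive means activation not above 40% and no visual hit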;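 further: percent activation is computed from the nuclear over cytoplasmic p65 intensity ratio; values of inactives mirror those of a sister screen read the other way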
MRP resist rev cytotoxicity: also measured in MRP resist rev; calls as there; viability, %; H69AR cells, CellTiter-Glo, 72 h; measured here: cytotoxicity without doxorubicin
MRP resist rev with doxorubicin: further read-out of MRP resist rev, marked with its call; viability, %; measured here: viability with 2 uM doxorubicin; hits give low values
IL1B NFkB inh cell count 2 µM: second read-out of IL1B NFkB inh, no call of its own (marks repeat the call); cell count; measured here: cells passing quality filter;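 raw number of nuclei counted in each imaged well without normalization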
NFkB transloc pot cell count 2 µM: second read-out of NFkB transloc pot, no call of its own (marks repeat the call); cell count; measured here: cells passing quality filter
* marks the source's active call; other numbers are inactive results. This is a subset; the hit share may differ from the screen's.

Results for CC(C)(C)n1ncc2c(=O)n(CC(=O)N3CCCCCC3)cnc21 ?
Bcl-B TR3 displacers: -3.7%; IL1B NFkB inh: 2.0; PLAP inhibitors HTS: -6.1%; NFkB transloc pot: -2.0; IL1B NFkB inh cell count 2 µM: 171; NFkB transloc pot cell count 2 µM: 171

How did Cc1cc(/C=C2\SC(=Nc3ccccc3)NC2=O)c(C)n1-c1ccc(S(N)(=O)=O)cc1 do in these assays?
Bcl-B TR3 displacers: -62.7%; IL1B NFkB inh: 13.1; PLAP inhibitors HTS: -65.7%; NFkB transloc pot: -13.1; IL1B NFkB inh cell count 2 µM: 98; NFkB transloc pot cell count 2 µM: 98

How did Oc1c(CN2CCOCC2)cc(-c2ccccc2)cc1CN1CCOCC1 do in these assays?
Bcl-B TR3 displacers: 1.3%; IL1B NFkB inh: 3.3; PLAP inhibitors HTS: -22.7%; MRP resist rev: -3.5; NFkB transloc pot: -3.3; MRP resist rev cytotoxicity: 75.3; MRP resist rev with doxorubicin: 78.8; IL1B NFkB inh cell count 2 µM: 183; NFkB transloc pot cell count 2 µM: 183

What do the screens show for `O=C(Oc1cccc(-n2cnnn2)c1)C1CCCCC1`?
Bcl-B TR3 displacers: -4.4%; IL1B NFkB inh: 16.4; PLAP inhibitors HTS: 24.5%; MRP resist rev: 4.3; NFkB transloc pot: -16.4; MRP resist rev cytotoxicity: 91.8; MRP resist rev with doxorubicin: 87.5; IL1B NFkB inh cell count 2 µM: 143; NFkB transloc pot cell count 2 µM: 143

Results for O=C(CSc1nc2ccccc2o1)Nc1nc2ccccc2s1 ?
Bcl-B TR3 displacers: -68.0%; IL1B NFkB inh: -14.1; PLAP inhibitors HTS: 9.0%; MRP resist rev: -15.6; NFkB transloc pot: 14.1; MRP resist rev cytotoxicity: 64.4; MRP resist rev with doxorubicin: 80.0; IL1B NFkB inh cell count 2 µM: 97; NFkB transloc pot cell count 2 µM: 97

What do the screens show for `COc1ccc(NC(=O)CSc2nc(C)cs2)cc1OC`?
Bcl-B TR3 displacers: -8.3%; IL1B NFkB inh: -3.1; PLAP inhibitors HTS: 21.4%; MRP resist rev: -6.9; NFkB transloc pot: 3.1; MRP resist rev cytotoxicity: 74.2; MRP resist rev with doxorubicin: 81.1; IL1B NFkB inh cell count 2 µM: 171; NFkB transloc pot cell count 2 µM: 171

Results for Cc1ccc(S(=O)(=O)N(C)Cc2cc3ccccc3[nH]c2=O)cc1 ?
Bcl-B TR3 displacers: -6.3%; IL1B NFkB inh: -16.0; PLAP inhibitors HTS: 12.9%; MRP resist rev: 3.1; NFkB transloc pot: 16.0; MRP resist rev cytotoxicity: 81.8; MRP resist rev with doxorubicin: 78.8; IL1B NFkB inh cell count 2 µM: 130; NFkB transloc pot cell count 2 µM: 130

How did O=C(NCc1ccc(Cl)cc1)c1ccc(Cn2cc(C(F)(F)F)ccc2=O)cc1 do in these assays?
Bcl-B TR3 displacers: -8.3%; IL1B NFkB inh: -4.0; PLAP inhibitors HTS: -10.4%; NFkB transloc pot: 4.0; IL1B NFkB inh cell count 2 µM: 133; NFkB transloc pot cell count 2 µM: 133

What do the screens show for `CCOc1ccc(S(=O)(=O)N(CC(=O)N/N=C/c2ccc(-c3ccc([N+](=O)[O-])cc3)o2)c2ccccc2)cc1`?
Bcl-B TR3 displacers: -98.3%; PLAP inhibitors HTS: -11.3%

What do the screens show for `CCN1CCN(c2nc3c(c(=O)[nH]c(=O)n3C)n2CCSc2nc3ccccc3s2)CC1`?
Bcl-B TR3 displacers: 6.9%; IL1B NFkB inh: -27.7; PLAP inhibitors HTS: -66.7%; MRP resist rev: -1.0; NFkB transloc pot: 27.7; MRP resist rev cytotoxicity: 78.1; MRP resist rev with doxorubicin: 79.1; IL1B NFkB inh cell count 2 µM: 73; NFkB transloc pot cell count 2 µM: 73

What do the screens show for `COC(=O)c1cc(NC(=O)CN2CCC(C(N)=O)(N3CCCCC3)CC2)cc(C(=O)OC)c1`?
Bcl-B TR3 displacers: -2.8%; IL1B NFkB inh: -6.8; PLAP inhibitors HTS: -46.1%; MRP resist rev: 2.4; NFkB transloc pot: 6.8; MRP resist rev cytotoxicity: 84.9; MRP resist rev with doxorubicin: 82.6; IL1B NFkB inh cell count 2 µM: 106; NFkB transloc pot cell count 2 µM: 106

Results for CC1(C)Cc2c(sc3c2c(=N)n(Cc2ccco2)c(=O)n3Cc2ccc(F)cc2)CO1 ?
Bcl-B TR3 displacers: -0.2%; PLAP inhibitors HTS: -50.1%; MRP resist rev: -7.6; MRP resist rev cytotoxicity: 61.4; MRP resist rev with doxorubicin: 69.0

How did CCOc1cc(S(=O)(=O)n2c(C)nc3ccccc32)ccc1F do in these assays?
Bcl-B TR3 displacers: -3.2%; IL1B NFkB inh: -3.2; PLAP inhibitors HTS: -46.0%; MRP resist rev: -9.9; NFkB transloc pot: 3.2; MRP resist rev cytotoxicity: 65.8; MRP resist rev with doxorubicin: 75.7; IL1B NFkB inh cell count 2 µM: 100; NFkB transloc pot cell count 2 µM: 100

How did COc1ccc2c(c1)c(=O)oc1c(C)c(OCC(=O)N3CCc4ccccc4C3)ccc12 do in these assays?
Bcl-B TR3 displacers: 17.9%; IL1B NFkB inh: -1.3; PLAP inhibitors HTS: -3.9%; NFkB transloc pot: 1.3; IL1B NFkB inh cell count 2 µM: 138; NFkB transloc pot cell count 2 µM: 138

What do the screens show for `COC(=O)c1[nH]c(C)c(/C(O)=C2\C(=O)C(=O)N(CCN3CCOCC3)C2c2ccccc2OC)c1C` (configuration not stated)?
Bcl-B TR3 displacers: 9.4%; IL1B NFkB inh: 11.7; PLAP inhibitors HTS: -43.8%; MRP resist rev: -7.6; NFkB transloc pot: -11.7; MRP resist rev cytotoxicity: 85.9; MRP resist rev with doxorubicin: 93.5; IL1B NFkB inh cell count 2 µM: 102; NFkB transloc pot cell count 2 µM: 102

How did O=S(=O)(c1cc(Cl)ccc1Cl)N1CCCC1 do in these assays?
Bcl-B TR3 displacers: -7.7%; PLAP inhibitors HTS: 2.9%; MRP resist rev: 16.9; MRP resist rev cytotoxicity: 90.6; MRP resist rev with doxorubicin: 73.7

How did Fc1ccc(C(c2nnnn2Cc2cccs2)N2CCN(c3ccccc3)CC2)cc1 (configuration not stated) do in these assays?
IL1B NFkB inh: -31.9; MRP resist rev: 1.7; NFkB transloc pot: 31.9; MRP resist rev cytotoxicity: 94.5; MRP resist rev with doxorubicin: 92.8; IL1B NFkB inh cell count 2 µM: 141; NFkB transloc pot cell count 2 µM: 141

Results for CCCC(=O)Nc1ccc2c(c1)nc1n2CCOC1 ?
Bcl-B TR3 displacers: -0.8%; IL1B NFkB inh: -44.5; PLAP inhibitors HTS: 12.9%; MRP resist rev: 5.6; NFkB transloc pot: inconclusive; MRP resist rev cytotoxicity: 100.7; MRP resist rev with doxorubicin: 95.1; IL1B NFkB inh cell count 2 µM: 129

What do the screens show for `COc1ccc(C)cc1NC(=O)c1nnn(CCc2ccccc2)c1N`?
Bcl-B TR3 displacers: -9.5%; IL1B NFkB inh: -3.7; PLAP inhibitors HTS: 18.8%; MRP resist rev: -12.7; NFkB transloc pot: 3.7; MRP resist rev cytotoxicity: 70.4; MRP resist rev with doxorubicin: 83.1; IL1B NFkB inh cell count 2 µM: 205; NFkB transloc pot cell count 2 µM: 205

What do the screens show for `CCOC(=O)Nc1nnc(CCc2ccccc2)s1`?
Bcl-B TR3 displacers: -0.6%; IL1B NFkB inh: 100.7*; PLAP inhibitors HTS: -57.6%; MRP resist rev: 15.5; NFkB transloc pot: -100.7; MRP resist rev cytotoxicity: 103.4; MRP resist rev with doxorubicin: 87.9; IL1B NFkB inh cell count 2 µM: 64*; NFkB transloc pot cell count 2 µM: 64

What do the screens show for `CSc1nc(Sc2ccccc2Cl)c2ccccc2n1`?
Bcl-B TR3 displacers: 0.0%; IL1B NFkB inh: -0.9; PLAP inhibitors HTS: 1.1%; NFkB transloc pot: 0.9; IL1B NFkB inh cell count 2 µM: 113; NFkB transloc pot cell count 2 µM: 113

How did Cc1ccc(C(=O)Nc2nc(=O)n(C(=O)C3CC3)s2)cc1 do in these assays?
Bcl-B TR3 displacers: -4.9%; IL1B NFkB inh: -4.2; PLAP inhibitors HTS: -20.6%; NFkB transloc pot: 4.2; IL1B NFkB inh cell count 2 µM: 138; NFkB transloc pot cell count 2 µM: 138

What do the screens show for `O=C(CNC(=O)c1cccs1)OCC(=O)c1cccs1`?
Bcl-B TR3 displacers: 0.5%; IL1B NFkB inh: -1.6; PLAP inhibitors HTS: 6.1%; MRP resist rev: 10.9; NFkB transloc pot: 1.6; MRP resist rev cytotoxicity: 101.8; MRP resist rev with doxorubicin: 90.9; IL1B NFkB inh cell count 2 µM: 53; NFkB transloc pot cell count 2 µM: 53

What do the screens show for `NS(=O)(=O)c1ccc(CCNc2ncnc3sccc23)cc1`?
Bcl-B TR3 displacers: -5.9%; IL1B NFkB inh: -6.8; PLAP inhibitors HTS: -44.7%; MRP resist rev: -8.2; NFkB transloc pot: 6.8; MRP resist rev cytotoxicity: 94.7; MRP resist rev with doxorubicin: 102.9; IL1B NFkB inh cell count 2 µM: 175; NFkB transloc pot cell count 2 µM: 175

What do the screens show for `CC1CCCC(C)N1c1nnc(NC(=O)Cn2c(=O)oc3ccccc32)s1` (configuration not stated)?
Bcl-B TR3 displacers: 5.9%; PLAP inhibitors HTS: 0.7%; MRP resist rev: 10.6; MRP resist rev cytotoxicity: 92.9; MRP resist rev with doxorubicin: 82.3

Results for O=C1Cn2c(nc3ccccc32)N1c1cccc(C(F)(F)F)c1 ?
Bcl-B TR3 displacers: -19.8%; IL1B NFkB inh: -8.0; PLAP inhibitors HTS: 7.3%; MRP resist rev: -5.1; NFkB transloc pot: 8.0; MRP resist rev cytotoxicity: 83.9; MRP resist rev with doxorubicin: 89.0; IL1B NFkB inh cell count 2 µM: 195; NFkB transloc pot cell count 2 µM: 195

What do the screens show for `Cc1ccc(C(=O)COC(=O)c2cc(Cl)nc3ccccc23)cc1C`?
Bcl-B TR3 displacers: 15.2%; IL1B NFkB inh: 3.3; PLAP inhibitors HTS: -4.2%; NFkB transloc pot: -3.3; IL1B NFkB inh cell count 2 µM: 113; NFkB transloc pot cell count 2 µM: 113

How did CCCc1cc2c(=O)c(-c3ccccn3)c(C)oc2cc1O do in these assays?
Bcl-B TR3 displacers: 0.9%; PLAP inhibitors HTS: 9.3%; MRP resist rev: 6.1; MRP resist rev cytotoxicity: 87.3; MRP resist rev with doxorubicin: 81.2

What do the screens show for `CCOC(=O)c1cnc2scnn2c1=O`?
Bcl-B TR3 displacers: 2.6%; IL1B NFkB inh: -8.3; PLAP inhibitors HTS: -13.7%; MRP resist rev: -2.7; NFkB transloc pot: 8.3; MRP resist rev cytotoxicity: 91.5; MRP resist rev with doxorubicin: 94.2; IL1B NFkB inh cell count 2 µM: 134; NFkB transloc pot cell count 2 µM: 134

Results for CCCCCCc1c(O)nc(SCC(=O)O)[nH]c1=O ?
Bcl-B TR3 displacers: 7.1%; IL1B NFkB inh: 9.5; PLAP inhibitors HTS: -28.6%; MRP resist rev: 15.4; NFkB transloc pot: -9.5; MRP resist rev cytotoxicity: 103.7; MRP resist rev with doxorubicin: 88.3; IL1B NFkB inh cell count 2 µM: 162; NFkB transloc pot cell count 2 µM: 162

Bioassay records from PubChem BioAssay.
